From PubChem
KAT2A inh – qHTS Assay for Inhibitors of GCN5L2; Potency, µM (top dose mostly 58.9 µM), for the others: top-dose activity change, negative = inhibition, hits mostly inhibitors; 0.21% of 390,000 active; GCN5L2 HAT assay, ThioGlo1 CoA-SH fluorescence
Target sequence (Q92830 whole entry, looked up): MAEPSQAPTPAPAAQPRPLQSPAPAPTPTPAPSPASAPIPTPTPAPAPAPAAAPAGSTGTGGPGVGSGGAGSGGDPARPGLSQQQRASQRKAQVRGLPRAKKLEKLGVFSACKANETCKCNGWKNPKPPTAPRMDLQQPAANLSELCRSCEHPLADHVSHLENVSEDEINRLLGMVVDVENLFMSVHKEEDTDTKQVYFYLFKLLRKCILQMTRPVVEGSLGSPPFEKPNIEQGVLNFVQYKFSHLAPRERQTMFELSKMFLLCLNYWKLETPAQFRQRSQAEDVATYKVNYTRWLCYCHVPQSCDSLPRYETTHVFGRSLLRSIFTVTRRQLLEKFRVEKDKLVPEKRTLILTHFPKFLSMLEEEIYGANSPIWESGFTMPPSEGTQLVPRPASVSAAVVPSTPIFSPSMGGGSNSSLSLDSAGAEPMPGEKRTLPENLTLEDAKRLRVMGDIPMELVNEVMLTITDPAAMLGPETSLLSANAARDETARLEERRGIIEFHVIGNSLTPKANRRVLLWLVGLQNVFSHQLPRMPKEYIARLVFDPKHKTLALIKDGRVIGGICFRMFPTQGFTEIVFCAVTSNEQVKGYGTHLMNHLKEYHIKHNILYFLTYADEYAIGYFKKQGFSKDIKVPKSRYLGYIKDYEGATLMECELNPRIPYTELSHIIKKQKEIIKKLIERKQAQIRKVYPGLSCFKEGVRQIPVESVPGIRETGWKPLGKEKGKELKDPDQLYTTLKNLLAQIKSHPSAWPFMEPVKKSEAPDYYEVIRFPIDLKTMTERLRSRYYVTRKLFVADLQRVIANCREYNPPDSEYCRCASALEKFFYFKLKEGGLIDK
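Free CoA generated was detected with ThioGlo1 (50uM) fluorescence at Ex340nm/Em540nm, read immediately and after 20 min at room temperature. Enzyme, 20 nM in HEPES pH 7.5 buffer, saw compounds 15 min before adding 75uM H3(1-25) peptide and 70uM acetyl-CoA.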
FEN1 inh – qHTS Assay for the Inhibitors of Human Flap endonuclease 1 (FEN1). Recombinant FEN1 flap cleavage, fluorescence, 15 min. Potency, µM (top dose mostly 114 µM), for inactives: top-dose activity change, negative = inhibition, most hits filed as inhibitors. 0.35% of 390,000 active. AID 588795, 2011; also: nearly all actives have a fitted effect of over 65% in size
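Compounds are tested as a concentration series against 10 nM FEN1; after a 15 min room-temperature preincubation, 50 nM substrate starts cleavage, with plate reads at 0 and 15 min. Normalized responses are fitted by a Hill equation.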
TDP1 cell CPT – qHTS for Inhibitors of human tyrosyl-DNA phosphodiesterase 1 (TDP1): qHTS in cells in presence of CPT. chicken DT40 Tdp1-/-;hTDP1 cells + 20 nM CPT, ATP luminescence, 48 h. Potency, µM (titrated, usually from 46.2 µM), for the others: at the top dose activity change, negative = growth inhibition, hits mostly inhibitors. 12% of 420,000 active. AID 686979, 2013; also: nearly all actives have a fitted effect of over 55% in size
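Chicken DT40 Tdp1-/- cells complemented with human TDP1, 400 cells/well, exposed to compounds plus 20 nM camptothecin for at least 48 h at 37 C; viability read as ATP content by CellTiter-Glo luminescence.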
* marks the source's active call; other numbers are inactive results; u = inconclusive; x = not tested or not shown; & = joins results of further samples; [ ] = another dose, or the depositor's remark. Calls follow the shape of the dose curve; as a rule, active = well fitted curve in the direction sought with a large enough effect; inconclusive = small, poorly fitted or top-dose-only effect, or another doubt; inactive = no such curve, though single readings can be large; an effect the other way counts as inactive or inconclusive. % is scaled to controls: 0 for no effect and ±100 for the full control effect; potency is read from the fitted curve at half-maximal effect. This is a subset; rates above refer to the full screens.

Second line of a record – KAT2A inh	FEN1 inh	TDP1 cell CPT
Cc1nn(C)c(C)c1NC(=O)CSc1nc(-c2ccccc2F)nc2c1cnn2-c1ccccc1
  x	-7%	3%
O=C(Nc1ccccc1)NC1(C(=O)N2CCC(O)CC2)CCCCC1
  -5%	13%	2%
Cc1ccc(S(=O)(=O)N2CCCCC2)cc1NC(=O)Cc1c[nH]c2ccccc12
  -8%	-18%	u
Cc1ccc(NS(=O)(=O)c2ccc(Cl)c(C(=O)Nc3cccc(C(=O)O)c3)c2)cc1
  -4%	16%	-3%
CCOC(=O)CN1C(=O)C(=O)N(Cc2ccccc2F)C1=O
  25%	-1%	10%
CCCCOC(=O)CSC1=C(C#N)C(c2cccnc2)C(C(=O)OCC)=C(c2ccccc2)N1 (stereo not given)
  -9%	0%	u
CC(NC(=O)CCc1nnc(-c2ccc(-c3ccccc3)cc2)o1)c1nccs1 (stereo not given)
  -1%	13%	26µM*
CC1(c2nnc(-c3cccc(Cl)c3)o2)CC(c2c(Cl)cccc2Cl)=NO1 (stereo not given)
  x	15%	u
CCOc1ccc(S(=O)(=O)N2CCC(C(=O)NC3CCCC3)CC2)cc1
  -1%	-8%	11%
Cc1ccc(C(CC(N)=O)c2ccco2)cc1 (stereo not given)
  -23%	2%	u
CC(NC(=O)CCC(=O)c1ccc(F)cc1)C1CC2CCC1C2 (stereo not given)
  4%	9%	-8%
O=C(Nc1ccc(Br)cc1)c1ccc(F)c(S(=O)(=O)NC2CCCCCC2)c1
  -8%	u	2.9µM*
O=C(Cn1c(=O)n(Cc2ccccc2)c(=O)c2oc3ccccc3c21)Nc1ccc(Cl)cc1
  -7%	15%	u
Cc1cc(C)cc(NC(=O)c2ccc(CSc3nnnn3C)cc2)c1
  1%	-4%	-6%
O=C(CSc1cccc(C(F)(F)F)c1)Nc1cc(S(=O)(=O)N2CCCC2)ccc1Cl
  -4%	1%	1%
CCN1CCN(c2oc(-c3ccc(COc4ccccc4C)o3)nc2C#N)CC1
  -20%	-7%	u
Cn1c(CNC(=O)CNS(=O)(=O)c2ccccc2)cc(=O)n(C)c1=O
  -1%	15%	4%
COc1ccccc1OCCNC(=O)c1ccc(Br)cc1
  0%	-14%	-24%
CNC(=O)CCCN1C(=O)c2cccnc2Sc2ccccc21
  7%	-7%	18%
O=C(NC1CCCCC1)N1CCCCCCC1
  -18%	4%	u
CN(C)c1ccc(/C=N/NC(=O)CNC(=O)c2ccncc2)cc1
  1%	-6%	-15%
CCC(Oc1cccc(C)c1)C(=O)Nc1ccccc1C(=O)N1CCOCC1 (stereo not given)
  -13%	3%	-3%
C=CCCC1CN(Cc2ccco2)S(=O)(=O)c2c(F)cccc2O1 (stereo not given)
  x	-17%	-4%
CCN1CCN(C(=O)CN(CC)S(=O)(=O)c2ccc(F)cc2)CC1
  -9%	5%	6%
COc1ccccc1CNC(=O)c1cc2c(C)nn(Cc3ccc(F)cc3)c2s1
  -13%	-15%	u
Brc1ccc(CNCc2cccs2)cc1
  1%	-7%	-6%
Cc1cccc(C)c1OCC(=O)N(Cc1ccco1)C1CCS(=O)(=O)C1 (stereo not given)
  -3%	-2%	-10%
CCCCN1CCc2c([nH]c3c(C)cccc23)C1=O
  -4%	1%	29µM*
Cc1cccc(-n2c3c(cc(-c4nc(-c5ccc(Cl)cc5)cs4)c2=O)C(=O)CC(C)(C)C3)c1
  2%	-2%	0%
CS(=O)(=O)N1CCC(C(=O)Nc2cccc(C(F)(F)F)c2)CC1
  -1%	0%	-2%
O=C(COC(=O)c1ccccc1Br)Nc1ccc2[nH]c(=O)[nH]c2c1
  -1%	-9%	-1%
CN(C)CCNC(=O)NC1CCCCC1
  -2%	-2%	5%
CC(C)c1ccc(NC(=O)C2CSC3(C)CCC(=O)N23)cc1 (stereo not given)
  -1%	-6%	u
COC(=O)c1ccccc1N/C=C1\CCc2c(c(C)nn2-c2ccccn2)C1=O
  -9%	u	16µM*
CCC(CC)NCc1ccc2c(c1)c1ccccc1n2CC
  0%	-9%	18µM*
CC1Cc2ccccc2N1CC(=O)Nc1ccc(N2CCOCC2)cc1 (stereo not given)
  1%	4%	-18%
Cc1ccc2cc(C#N)c(N3CCCN(C(=O)C4CCCO4)CC3)nc2c1C (stereo not given)
  2%	-19%	u
CCOP(=O)(OCC)c1ccccc1OCP(C)(=O)COc1ccccc1P(=O)(OCC)OCC
  5%	-8%	27%
CCC(C)Oc1nc2ccccc2nc1NS(=O)(=O)c1ccccc1 (stereo not given)
  -12%	12%	-6%
CCN(CCCNC(=O)C1CCN(S(=O)(=O)c2c(C)[nH]c(=O)[nH]c2=O)CC1)c1cccc(C)c1
  -9%[0.501 µM]	-2%	3%
CCNC(=O)c1ccc(NC(=O)CC2SC(N3CCCCC3)=NC2=O)cc1 (stereo not given)
  5%	-6%	3%
O=C(c1c(F)cccc1F)N1CCN(c2ncc(Br)cn2)CC1
  -5%	-2%	20%
O=C(COC(=O)CSc1ccc2ccccc2c1)NC1CC1
  1%	-4%	0%
COc1ccc(C)cc1S(=O)(=O)n1c([N+](=O)[O-])cnc1C
  -6%	10%	-7%
CC(=O)N1CCc2cc(S(=O)(=O)Nc3ccc(C)cc3C)ccc21
  -8%	-10%	u
Cc1cc2c(c(=O)n1C)C(Cc1ccccc1)C(C#N)=C(N)O2 (stereo not given)
  -8%	6%	-5%
Cc1nn(-c2ccc(F)cc2)c(Cl)c1C(=O)N(C)CC(=O)Nc1cccc(F)c1
  -3%	0%	u
COc1ccc(NC(=S)N2CCC(Cc3ccccc3)CC2)cc1
  -3%	3%	10µM*
CCN(CC)CCN(Cc1cc2cc(C)ccc2[nH]c1=O)C(=S)Nc1ccccc1
  -1%	2%	u
COC(=O)c1ccc(Sc2ccccc2NS(=O)(=O)c2ccc(NC(C)=O)cc2)nc1
  2%	-12%	12%
O=C(CSc1cccc(C(F)(F)F)c1)N1CCN(S(=O)(=O)c2ccccc2)CC1
  0%	-4%	u
COc1ccccc1CN(C(=O)Cc1cccs1)C(C(=O)NC1CCCC1)c1ccncc1 (stereo not given)
  -11%	-1%	u
COc1ccc(CNC(=O)CC(C)S(=O)(=O)c2ccc3c(c2)NC(=O)CO3)cc1 (stereo not given)
  0%	1%	-12%
O=C(O)/C=C/C(=O)Nc1ccc(O)cc1
  -14%	u	-4%
Cc1ccc(-n2nc(C)c3c(C)c(CCC(=O)NCc4ccc(Cl)cc4)c(C)nc32)cc1
  -10%	4%	u
CC(CNC(=O)Cn1ccc2cc(S(=O)(=O)N3CCCCCC3)ccc21)c1ccccc1 (stereo not given)
  -14%	0%	16µM*
COc1ccc(C(=O)COC(=O)/C=C/c2ccc(S(=O)(=O)Nc3cccc(S(N)(=O)=O)c3)cc2)cc1
  -8%	-25%	-11%
COc1ccc(OC(=O)c2cn(C)nc2C(F)(F)F)cc1
  -6%	-2%	-14%
CCOC(=O)C1CCN(C(=O)C2CCCN(S(=O)(=O)c3ccc(OCC)c(Cl)c3)C2)CC1 (stereo not given)
  -5%	11%	6.5µM*
Cc1c(C(=O)OC2CCCCC2)[nH]c2c1C(=O)CC(c1ccccc1Cl)C2 (stereo not given)
  -5%	-9%	4.1µM*

Two entries from above in another layout:
> CCOC(=O)C1CCN(C(=O)C2CCCN(S(=O)(=O)c3ccc(OCC)c(Cl)c3)C2)CC1 (stereo not given)
  KAT2A inh: -5%
  FEN1 inh: 11%
  TDP1 cell CPT: 6.5µM*
> Cc1c(C(=O)OC2CCCCC2)[nH]c2c1C(=O)CC(c1ccccc1Cl)C2 (stereo not given)
  KAT2A inh: -5%
  FEN1 inh: -9%
  TDP1 cell CPT: 4.1µM*

New compounds follow.
Second line of a record – KAT2A inh	FEN1 inh	TDP1 cell CPT
COc1cc(/C=C2/C=Cc3ccccc32)ccc1N(C)C
  x	-26%	u
CC(C)(C)c1cccc(P(=O)(c2ccccc2)c2ccccc2)c1O
  2%	-2%	2%
O=C(Nc1ccccc1C(=O)Nc1ccccc1)c1cccs1
  -4%	-11%	-1%
COc1ccc(-c2nc(SCC(=O)NC3CCCC3)c(-c3ccc(F)cc3)[nH]2)cc1OC
  -5%	-1%	u
CCCn1c(N2CCN(C(=O)NCc3ccccc3)CC2)nc2ccccc21
  -7%	-2%	0%
Clc1ccc2nnnc(-c3ccccc3)c2c1
  0%	2%	3.3µM*
CC(c1ccco1)N(C(=O)c1cccc(S(=O)(=O)N(C)C)c1)c1ccccn1 (stereo not given)
  -6%	-9%	u
Cc1c(C(=O)N(C)CCc2cnn(C)c2)oc2c(F)cccc12
  u	18%	-5%
CC1CCCCN1CCCn1c(=S)[nH]c2ccccc2c1=O (stereo not given)
  -2%	8%	2%
O=C(NCCN1CCOCC1)C(=O)NCC1CCCO1 (stereo not given)
  3%	11%	2%
Cn1ccnc1C(O)(c1nnc(-c2ccccc2)o1)C(F)(F)F (stereo not given)
  -6%	0%	0%
COc1cccc(CNC(=O)C2CCN(c3nn4c(=O)cc(C)nc4s3)CC2)c1
  -4%&1%	0%&-9%	-18%&-9%
COC(C(=O)N/N=C/c1ccc(OCC(=O)N2CCOCC2)cc1)c1ccccc1 (stereo not given)
  -3%	3%	8%
COc1ccc(S(=O)(=O)Nc2ccc(S(=O)(=O)N3CCOCC3)cc2)cc1
  -2%	-3%	-5%
CCC(C)NCCOCCOc1ccc(Cl)c(C)c1C (stereo not given)
  -2%	-2%	15µM*

By substructure, the compounds so far with an aryl thioether with sulfur outside any ring.
Second line of a record – KAT2A inh	FEN1 inh	TDP1 cell CPT
Cc1nn(C)c(C)c1NC(=O)CSc1nc(-c2ccccc2F)nc2c1cnn2-c1ccccc1
  x	-7%	3%
Cc1cc(C)cc(NC(=O)c2ccc(CSc3nnnn3C)cc2)c1
  1%	-4%	-6%
O=C(CSc1cccc(C(F)(F)F)c1)Nc1cc(S(=O)(=O)N2CCCC2)ccc1Cl
  -4%	1%	1%
O=C(COC(=O)CSc1ccc2ccccc2c1)NC1CC1
  1%	-4%	0%
COC(=O)c1ccc(Sc2ccccc2NS(=O)(=O)c2ccc(NC(C)=O)cc2)nc1
  2%	-12%	12%
O=C(CSc1cccc(C(F)(F)F)c1)N1CCN(S(=O)(=O)c2ccccc2)CC1
  0%	-4%	u
COc1ccc(-c2nc(SCC(=O)NC3CCCC3)c(-c3ccc(F)cc3)[nH]2)cc1OC
  -5%	-1%	u

Next section
Second line of a record – KAT2A inh	FEN1 inh	TDP1 cell CPT
O=S(=O)(c1ccc(Cl)cc1)N1CCN=C1SCc1ccc(Cl)c(Cl)c1
  -11%	-4%	-19%
CCCCCc1cc[n+](CC(=O)c2ccccc2)cc1
  x	u	u
Cc1ccc(S(=O)(=O)N2CCN(C(=O)COC(=O)COc3ccc(Br)cc3)CC2)c(C)c1
  x	17%	-12%
CC(C)NC(=O)c1nn2c(C(F)(F)F)cc(-c3ccco3)nc2c1Cl
  -3%	25%	-15%
C/C(=N\NC(N)=O)c1ccc(Cl)s1
  u	-10%	1%
O=C(Nc1nc2c(s1)CCCC2)C1CCCN1C(=O)c1cccs1 (stereo not given)
  -9%	-11%	-13%
Cc1ccc(S(=O)(=O)NCCC(=O)NNc2c(F)c(F)cc(F)c2F)cc1
  -3%	-6%	2%
O=c1cc(-c2ccccc2)nc2nc[nH]n12
  -2%	-6%	-14%
COc1ccccc1CNC(=O)C1CC(c2ccccc2[N+](=O)[O-])=NO1 (stereo not given)
  -20%	10%	u
O=C1C(NS(=O)(=O)c2ccccc2)=C(N2CCN(c3ccc(F)cc3)CC2)C(=O)c2ccccc21
  -12%	-4%	u
COc1ccccc1CCC(=O)OCC(=O)N1c2ccccc2NC(=O)C1(C)C
  -5%	-17%	-6%
Cc1cc(C)n(C(=O)c2ccc([N+](=O)[O-])cc2[N+](=O)[O-])n1
  -2%	-2%	-26%
COc1ccc(/C=C/C(=O)CC(O)(c2ccccc2)C(F)(F)F)cc1 (stereo not given)
  -15%	-21%	u
CCC(C)(C)C1CCc2[nH]nc(C(=O)NCCCNC(=O)OC(C)(C)C)c2C1 (stereo not given)
  -20%	-4%	u
O=C(CCC(=O)NCCCc1ccccc1)NCCCc1ccccc1
  -12%	0%	-12%
Cc1cc(=O)oc2ccc(OCC(=O)N3CCC(C)CC3)cc12
  -3%	0%	u
Cc1c(O)c(S(=O)(=O)c2ccccc2)c(=O)n(-c2ccccc2)c1-c1ccccc1
  0%	4%	-16%
CCCCc1nc(SCC(=O)N2CCCC2)c2c(=O)n(C)c(=O)n(C)c2n1
  3%	14%	-23%
Cn1nc(C(F)(F)F)c(-c2ccccc2)c1NC(=O)c1cccnc1
  1%	19%	-28%
